Nrf2 ARE act: activates Nrf2 signaling. AREc32 ARE-luciferase reporter (MCF7-derived line), luminescence, 24 h. Potency, µM (highest dose often 46.1 µM), inactives show top-dose activation, hits mostly activators. 410,000 compounds, 0.31% hits. AID 624171; also: % of control where 0% means no effect; nearly all actives have a fitted effect of over 65% in size
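For detection, Steady-Glo was added and plates sat 30 min at RT; before that, AREc32_Fluc cells grown overnight in OPTI-MEM/5% FBS had been treated with 23 nL compound for 24 hr at 37 deg C.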
EPAC2 antag: EPAC2 (human) antagonism; Q8WZA2; EPAC2 GEF exchange of Rap1B-BODIPY-GDP, fluorescence; Potency, µM (top dose mostly 114 µM), for inactives: at the highest dose activity, negative = inhibition, usual class: inhibitors; 360,000 compounds, 0.18% hits; also: % is scaled to controls: 0 for no effect and ±100 for the full control effect; nearly all actives have a fitted effect of over 45% in size; many of its hits are not listed in these tables
Target sequence (Q8WZA2 whole entry, looked up): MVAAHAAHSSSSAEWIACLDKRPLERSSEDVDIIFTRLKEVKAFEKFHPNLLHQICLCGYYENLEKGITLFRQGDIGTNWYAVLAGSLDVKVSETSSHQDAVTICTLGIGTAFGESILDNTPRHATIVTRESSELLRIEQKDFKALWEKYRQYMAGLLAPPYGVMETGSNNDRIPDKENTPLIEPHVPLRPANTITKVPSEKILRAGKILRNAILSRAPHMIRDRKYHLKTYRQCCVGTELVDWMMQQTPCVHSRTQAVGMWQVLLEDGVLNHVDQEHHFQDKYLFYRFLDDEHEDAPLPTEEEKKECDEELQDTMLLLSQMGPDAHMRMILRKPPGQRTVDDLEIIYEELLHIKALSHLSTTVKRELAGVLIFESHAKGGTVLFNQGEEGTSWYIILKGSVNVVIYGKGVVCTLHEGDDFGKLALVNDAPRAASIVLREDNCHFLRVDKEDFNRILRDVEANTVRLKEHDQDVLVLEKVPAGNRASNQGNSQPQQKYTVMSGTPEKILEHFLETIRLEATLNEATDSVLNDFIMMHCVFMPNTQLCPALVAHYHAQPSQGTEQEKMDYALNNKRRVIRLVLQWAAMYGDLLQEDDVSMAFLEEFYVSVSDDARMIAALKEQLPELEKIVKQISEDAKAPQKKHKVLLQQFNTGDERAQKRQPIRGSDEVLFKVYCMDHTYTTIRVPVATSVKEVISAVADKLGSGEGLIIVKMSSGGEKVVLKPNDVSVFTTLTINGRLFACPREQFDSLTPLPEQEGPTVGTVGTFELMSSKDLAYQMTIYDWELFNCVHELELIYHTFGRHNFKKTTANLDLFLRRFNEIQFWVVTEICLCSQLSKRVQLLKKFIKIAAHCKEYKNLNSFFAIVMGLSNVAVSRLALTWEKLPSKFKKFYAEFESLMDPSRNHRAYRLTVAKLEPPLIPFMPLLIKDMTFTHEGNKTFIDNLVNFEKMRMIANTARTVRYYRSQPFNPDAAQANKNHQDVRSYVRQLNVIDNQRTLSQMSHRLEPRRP
HepG2 tox: kills HepG2 cells in TGF-b inhibitor counter-screen | HepG2 CAGA-GFP viability, ATP luminescence, 18 h | Potency, µM (doses to about 46.1 µM), without a hit: top-dose activity change, negative = cytotoxicity, hits mostly cytotoxic | 410,000 compounds, 0.76% hits; also: some results filed as inactive show a strong effect at the top dose
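CellTiter-Glo luminescence gave cytotoxicity after 18 hours at 37 degrees C. The cells were HepG2 CAGA-GFP in 1% FBS DMEM, stimulated with 500 pg/mL TGF-beta after compound addition. %Activity was normalised to no-cell wells (complete cell-killing) and DMSO (no toxicity), and curves were fitted and classified.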
Nrf2 inh: blocks Nrf2 signaling | 360,000 compounds, 2.1% hits | A549 ARE-Fluc reporter, luciferase luminescence, 18-24 h | Potency, µM (highest dose often 46 µM), for inactives: at the highest dose activity change, negative = inhibition, actives largely listed as inhibitors | AID 504444; also: % is scaled to controls: 0 for no effect and ±100 for the full control effect; nearly all actives have a fitted effect of over 60% in size
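Concentration-response testing used A549 ARE_Fluc cells at 5000 cells/well. Following an 18-24 h compound incubation, viability was read by fluorescence (Ex 405/Em 525) and luciferase output by luminescence.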
ATXN2 expr inh: ATXN2 expression inhibition. HEK-293 ATXN2-luciferase reporter, luminescence, 24 h. Potency, µM (series often up to 57 µM), inactives show top-dose activity change, negative = inhibition, usual class: inhibitors. 360,000 compounds, 0.72% hits. AID 1745845; also: % is scaled to controls: 0 for no effect and ±100 for the full control effect; nearly all actives have a fitted effect of over 55% in size
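qHTS (up to 57 uM final) was run with 24 h compound exposure of reporter cells at 37 °C. Each well was multiplexed: SteadyGlo luminescence measured ATXN2-luciferase expression after a fluorogenic Gly-Phe-AFC viability readout (25 uM final).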
TGFb inhibitor: inhibitors of TGF-b signaling; HepG2 CAGA-GFP TGF-b/SMAD3 reporter, GFP fluorescence, 18 h; TGF-beta stimulated, 500 pg/mL final; Potency, µM (highest dose often 46.1 µM), for the others: at the highest dose activity, negative = inhibition, most hits filed as inhibitors; 410,000 compounds, 1.2% hits; AID 588855; also: % is scaled to controls: 0 for no effect and ±100 for the full control effect; nearly all actives have a fitted effect of over 65% in size
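Smad-responsive CAGA-GFP expression was quantified in HEPG2 cells exposed to compounds and 500 pg/mL final TGF-beta for 18 h at 37 degrees C; unstimulated wells defined full inhibition.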
MCF10A rereplic: inducers of DNA re-replication in MCF 10A breast cells | MCF 10A DNA re-replication, Hoechst nuclear intensity, 48 h | Potency, µM (series often up to 46.1 µM), for the others: at the highest dose activity, positive = re-replication, usual class: activators | 350,000 compounds, 2.9% hits; also: % of control where 0% means no effect; nearly all actives have a fitted effect of over 50% in size
A549 viability: A549 cytotoxicity, counter-screen for Nrf2 inhibitors | A549 ARE-Fluc cells, CellTiter-Fluor viability, 18-24 h | 390,000 compounds, 0.16% hits | Potency, µM (series often up to 46 µM), without a hit: at the top dose activity change, negative = cytotoxicity, hits mostly inhibitors; also: % is scaled to controls: 0 for no effect and ±100 for the full control effect
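Cytotoxicity counterscreen: CellTiter-Fluor fluorescence was measured in A549 ARE_Fluc cells after 18-24 h of compound exposure in a concentration series. The subsequent BugLite luminescent read reports ARE-luciferase activity.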
S2 tox: viability counter-screen for ATXN expression inhibitors; S2 cells (HEK-293 line with an ATXN2-luciferase reporter) viability, CellTiter-Fluor protease fluorescence, 24 h; 400,000 compounds, 0.49% hits; Potency, µM (doses to about 56.7 µM), hits mostly cytotoxic; also: nearly all actives have a fitted effect of over 40% in size
The depositor's hits bear a star; i = inactive; ? = inconclusive; / = no result given; [ ] = another dose, or the depositor's remark. Calls follow the shape of the dose curve; as a rule, active = well fitted curve in the direction sought with a large enough effect; inconclusive = small, poorly fitted or top-dose-only effect, or another doubt; inactive = no such curve, though single readings can be large; an effect the other way counts as inactive or inconclusive. Potency is read from the fitted curve at half-maximal effect. Only part of the results is shown; the hit share may differ from the screen's.

SMILES	Nrf2 ARE act	EPAC2 antag	HepG2 tox	Nrf2 inh	ATXN2 expr inh	TGFb inhibitor	MCF10A rereplic	A549 viability	S2 tox
O=C(Cc1ccc(Cl)cc1)Nc1ccc(C(=O)N2CCOCC2)cc1	0.4%	-6%	-18%	4%	-13%	-18%	?	33%	i
COc1ccc(CCNC(=O)c2ccc(NC(=O)CC3SC(N4CCCCC4)=NC3=O)cc2)cc1OC (configuration not stated)	-0.2%	-6%	8%	-4%	6%	8%	0%	2%	i
CCOC(=O)C1CCN(C(c2cc3ccc(C)cc3[nH]c2=O)c2nnnn2C2CCCCC2)CC1 (configuration not stated)	-0.2%	0%	-3%	/	24%	-2%	4%	-14%	i
Fc1ccc(Nc2ncnc3onc(-c4cccc(Cl)c4)c23)c(F)c1	-0.9%	/	0%	6%	5%	-3%	/	9%	i
CCCC1=C(C(=O)OCC)C(c2ccccc2OCC)NC(=O)N1C (configuration not stated)	0.9%	6%	-20%	-10%	-2%	-19%	5%	/	i
COc1ccc(CNc2nc(SCc3ccccc3Cl)nc3ccccc23)cc1	0.1%	/	5%	/	/	?	/	-22%	/
CSCCC(NS(=O)(=O)c1ccc(Cl)cc1)C(=O)N1CCN(c2ccccc2)CC1 (configuration not stated)	0.0%	0%	1%	1%	-10%	-24%	-2%	-9%	?
O=C(Oc1ccccc1C(=O)Oc1ccccc1)c1ccco1	-0.7%	0%	-9%	/	-8%	6%	?	15%	i
COc1ccccc1CNC(=O)CSc1ccc(C)cc1	0.0%	3%	-9%	6%	1%	-5%	0%	3%	i
COc1ccc(NC(=O)CSc2nnc(Cc3cccn3C)n2CCc2ccccc2)cc1OC	-0.6%	-7%	30%	-9%	-13%	?	2%	-1%	i
CCOC(=O)c1c(NC(=O)c2cc(-c3ccc(Cl)cc3)on2)sc(C)c1C	-1.2%	/	11%	6%	3%	0%	/	-5%	i
COc1ccc(N(C)S(=O)(=O)c2ccc3c(c2)oc(=O)n3C)cc1	-0.8%	-2%	-19%	-21%	4%	-6%	0%	1%	i
CCCCCc1c(-c2ccc(F)cc2)ncn1CCc1ccccc1OC	-0.6%	?	/	/	?	/	/	/	?
COC(=O)C1CCN(S(=O)(=O)c2ccc(OC)cc2)CC1	0.1%	11%	2%	10%	-3%	0%	-2%	-4%	i
CCNC(=O)c1c(NC(=O)C2COc3ccccc3O2)sc2c1CCCC2 (configuration not stated)	0.3%	9%	4%	/	?	18%	?	5%	?
CC(C)COc1ccc(C(=O)N2CCC(c3nc4ccccc4s3)CC2)cc1	4.7%	/	-22%	-16%	-12%	?	/	4%	i
COc1ccc(Cl)cc1NS(=O)(=O)c1cccc(C(=O)NCCCN2CCCC2=O)c1	0.0%	13%	1%	0%	0%	7%	1%	0%	i
Cc1nc(Oc2ccccc2)c2ccccc2n1	4.2%	5%	12%	-1%	38%	9%	3%	-5%	?
CCCc1cc(C(=O)Nc2cccc(Cl)c2)no1	5.8%	0%	-22%	?	101%[activator]	-20%	13%	10%	i
Cc1ccc(Cn2ncc3c(N4CCN(C5CCCC5)CC4)ncnc32)cc1	-0.5%	-6%	-3%	-15%	-24%	1%	?	2%	i
O=C(CSc1ccc2ccccc2c1)NCCCN1CCCC1=O	-0.1%	-5%	14%	-12%	/	11%	6%	-13%	i
CC(=O)Nc1nc(N)n(-c2ccccc2)n1	-0.8%	-2%	-12%	-6%	2%	3%	0%	-9%	i
O=C(NCc1ccc(F)cc1)C1CCC(CNc2c(N3CCCCC3)c(=O)c2=O)CC1 (configuration not stated)	-0.8%	12%	-18%	4%	-5%	4%	-12%	6%	i
O=C(NCCC1=CCCCC1)C1CCN(C(=O)Cc2ccccc2)CC1	2.3%	-17%	-7%	0%	-22%	8%	-1%	12%	i
O=C(NNC1=C(C(=O)C(F)(F)F)CCC1)c1ccccc1O	7.7%	-3%	-78%	?	-27%	?	?	-26%	i

Carrying on:
SMILES	Nrf2 ARE act	EPAC2 antag	HepG2 tox	Nrf2 inh	ATXN2 expr inh	TGFb inhibitor	MCF10A rereplic	A549 viability	S2 tox
COc1ccccc1-c1cc(C(=O)Nc2c(C)n(C)n(-c3ccccc3)c2=O)no1	-0.3%	0%	-23%	-13%	-2%	-5%	-6%	-7%[1.84 µM]	i
O=C(CSc1ncnc2c1nnn2Cc1ccc(F)cc1)NC1CCCCC1	-0.1%	6%	0%	-14%	-7%[11.3 µM]	6%	-1%	-3%	i
Cc1ccc(C(=O)Nc2cc3cc(Cl)ccc3oc2=O)cc1	?	/	5%	?	/	0%	/	0%	/
O=C(N/N=C/c1ccc(O)c2ccccc12)c1cccnc1	2.5%	-4%	-19%	-13%	-1%	-4%	19%	-11%	i
Cc1ccc(C)c(-n2cc[nH]c2=S)c1	-0.1%	-3%	5%	-19%	-9%	2%	-4%	3%	i
O=Cc1cn(CC(=O)Nc2ccccc2)c2ccccc12	3.7%	19%	-29%	-24%	/	?	9%	12%	i
COc1ccc(S(=O)(=O)N2CCOCC2)cc1NC(=O)COC(=O)C1CC2CCCC(C1)C2=O (configuration not stated)	-0.2%	-4%	5%	-4%	-2%	7%	-25%	-1%	i
COC(=O)Nc1nc2ccc(-c3n[nH]c(=O)c4ccccc34)cc2[nH]1	1.1%	-2%	1%	11%	-10%	0%	9%	-2%	i
CC(Sc1nnc(NC2CCCCC2)s1)C(=O)N1CCOCC1 (configuration not stated)	-0.5%	29%	0%	20%	6%	0%	3%	-4%	i
Clc1ccc2nc(CSc3nnc(-c4c[nH]c5ccccc45)o3)cn2c1	0.6%	2%	-4%	3%	9%	0%	8%	4%	i
O=C(N=C1SC2CS(=O)(=O)CC2N1Cc1ccc(Cl)cc1)C1CCCO1 (configuration not stated)	0.0%	1%	2%	9%	-6%	0%	-4%	5%	i
CCOC(=O)C1(C)CCCCCN1C(=O)c1csnn1 (configuration not stated)	0.0%	1%	-10%	/	-2%	3%	/	/	i
CC1(C)Cc2cccc(OC(=O)NC3CCCCC3)c2O1	0.8%	4%	/	/	10%	/	/	/	i
COc1cc(CNCc2ccccn2)ccc1OCc1ccc(Cl)c(Cl)c1	8.2%	-7%	-28%	2%	6%	-10%	21%	6%	i
O=C(NC1CCCC1)c1noc2c1CCCCC2	4.1%	-4%	-36%	4%	27%	0%	0%	-4%	i
CS(=O)(=O)N1CCN(C(=O)c2c(F)cccc2F)CC1	-1.3%	7%	13%	/	5%	7%	-16%	0%	i
Cc1ccc(NC(=O)C2COc3ccccc3O2)cc1S(=O)(=O)N1CCOCC1 (configuration not stated)	2.9%	-4%	0%	1%	/	-1%	-3%	6%	i
COc1ccc(C2NC(=O)NC(O)(C(F)(F)F)C2C(=O)c2ccc(F)cc2)cc1 (configuration not stated)	-0.3%	3%	-18%	8%	-3%	0%	-3%	-14%	i
Cc1ccc2c(COC(=O)c3ccc(NC(=O)CC#N)cc3)cc(=O)oc2c1C	0.5%	-12%	-15%	1%	-4%	6%	3%	7%	i
CSc1ccc(CCNC(=O)Cn2ncn3c(cc4ccccc43)c2=O)cc1	-0.5%	/	-3%	11%	/	0%	/	1%	/
C=C(C)CN(Cc1ccccc1)C(=S)Nc1ccccc1	-0.2%	4%	-1%	-7%	-7%	3%	0%	0%	i
CC(=O)NCC(=O)N1CCCC(C(=O)c2ccc(-c3ccccc3)c(F)c2)C1 (configuration not stated)	-0.6%	-2%	-12%	-8%	-3%	-19%	2%	0%	i
CCc1ccc(N2CCn3c2nc2c3c(=O)n(CCCc3ccccc3)c(=O)n2C)cc1	-0.9%	/	-2%	-1%	/	0%	/	11%	/
O=C(NCc1ccc(Cl)cc1)c1ccc(Cl)cc1[N+](=O)[O-]	-0.7%	-2%	-28%	-10%	-12%	-14%	-20%	3%	i
CC1CN(CCC(=O)Nc2ccc3c(c2)OCO3)CC(C)O1 (configuration not stated)	-0.4%	17%	-4%	1%	6%	3%	-9%	-3%	i
COc1ccc(CNC(=O)COC(=O)CC2CCCC2)cc1	-0.4%	2%	14%	18%	3%	2%	5%	0%	i
C=CCOC(=O)/C(=C\c1ccc(OC)cc1)NC(=O)c1ccco1	0.5%	5%	0%	-5%	-3%	1%	2%	-2%	i
C[C@H]1CN([C@@H](C)CO)S(=O)(=O)c2ccc(Br)cc2O[C@H]1CN(C)C(=O)C1CCC1	-0.7%	5%	-50%	/	-3%	-18%	/	/	i
CCc1nnc(NC(=O)NCN2C(=O)C3C4C=CC(C4)C3C2=O)s1 (configuration not stated)	0.2%	2%	6%	-9%	3%	?	2%	1%	i

Nine structures already listed, ordered by number of heavy atoms, lowest first.
SMILES	Nrf2 ARE act	EPAC2 antag	HepG2 tox	Nrf2 inh	ATXN2 expr inh	TGFb inhibitor	MCF10A rereplic	A549 viability	S2 tox
O=C(NC1CCCC1)c1noc2c1CCCCC2	4.1%	-4%	-36%	4%	27%	0%	0%	-4%	i
CC1(C)Cc2cccc(OC(=O)NC3CCCCC3)c2O1	0.8%	4%	/	/	10%	/	/	/	i
Cc1ccc(C(=O)Nc2cc3cc(Cl)ccc3oc2=O)cc1	?	/	5%	?	/	0%	/	0%	/
CC(Sc1nnc(NC2CCCCC2)s1)C(=O)N1CCOCC1 (configuration not stated)	-0.5%	29%	0%	20%	6%	0%	3%	-4%	i
CCc1nnc(NC(=O)NCN2C(=O)C3C4C=CC(C4)C3C2=O)s1 (configuration not stated)	0.2%	2%	6%	-9%	3%	?	2%	1%	i
Clc1ccc2nc(CSc3nnc(-c4c[nH]c5ccccc45)o3)cn2c1	0.6%	2%	-4%	3%	9%	0%	8%	4%	i
CSc1ccc(CCNC(=O)Cn2ncn3c(cc4ccccc43)c2=O)cc1	-0.5%	/	-3%	11%	/	0%	/	1%	/
C[C@H]1CN([C@@H](C)CO)S(=O)(=O)c2ccc(Br)cc2O[C@H]1CN(C)C(=O)C1CCC1	-0.7%	5%	-50%	/	-3%	-18%	/	/	i
COc1ccc(S(=O)(=O)N2CCOCC2)cc1NC(=O)COC(=O)C1CC2CCCC(C1)C2=O (configuration not stated)	-0.2%	-4%	5%	-4%	-2%	7%	-25%	-1%	i

Compound activity deposited in PubChem by National Center for Advancing Translational Sciences (NCATS).
